# Screens (PubChem BioAssay)
# ROMK primary = ROMK potassium channel modulators, primary screen, cell-based, thallium flux, MLSMR library; hit rate 2% among 130,000; B-score at 10 µM; Tet-inducible ROMK, thallium flux fluorescence; actives lie on both sides; ATP-sensitive inward rectifier potassium channel 1 (Homo sapiens), P48048;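 active = signal ratio slope over the read window, or its plate-corrected B-score, at least 3 SD from the plate mean, either direction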;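 also: B-score of the F/F0 ratio slope over 7 to 12 s after thallium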
# bIAP inhibitor = bovine intestinal alkaline phosphatase inhibitors, primary screen, selectivity assay for TNAP inhibitor project, biochemical, bovine IAP, CDP-star luminescence. 190,000 tested, under 10 active. purified bovine IAP, 30 min. alkaline phosphatase, intestinal [Bos taurus]. inhibition, % at 20 µM;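 active = over 50% inhibition of intestinal alkaline phosphatase at 20 µM in the single-dose screen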
#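 Incubation: 30 min reaction at room temperature / Material: purified bovine intestinal alkaline phosphatase (IAP) enzyme / Input: enzyme at 1/65,000,000 dilution / Dosing: 20 µM single dose / Signal: CDP-star luminescence signal / Reagent: CDP-star chemiluminescent phosphatase substrate, 30 µM final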
# PPARg SRC-2 ag = agonists of PPARg-SRC-2 recruitment, primary screen, biochemical, HTS. AID 1032, 2008. hit rate 0.34% among 200,000. PPARgamma LBD-SRC-2 recruitment. Peroxisome proliferator-activated receptor gamma (Homo sapiens), P37231. activation, % at 8 µM; in the data active = activation above about 22%;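 also: 0% = vehicle and 100% = reference agonist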
# Target sequence (P37231 whole entry, looked up, the tested form may be a part): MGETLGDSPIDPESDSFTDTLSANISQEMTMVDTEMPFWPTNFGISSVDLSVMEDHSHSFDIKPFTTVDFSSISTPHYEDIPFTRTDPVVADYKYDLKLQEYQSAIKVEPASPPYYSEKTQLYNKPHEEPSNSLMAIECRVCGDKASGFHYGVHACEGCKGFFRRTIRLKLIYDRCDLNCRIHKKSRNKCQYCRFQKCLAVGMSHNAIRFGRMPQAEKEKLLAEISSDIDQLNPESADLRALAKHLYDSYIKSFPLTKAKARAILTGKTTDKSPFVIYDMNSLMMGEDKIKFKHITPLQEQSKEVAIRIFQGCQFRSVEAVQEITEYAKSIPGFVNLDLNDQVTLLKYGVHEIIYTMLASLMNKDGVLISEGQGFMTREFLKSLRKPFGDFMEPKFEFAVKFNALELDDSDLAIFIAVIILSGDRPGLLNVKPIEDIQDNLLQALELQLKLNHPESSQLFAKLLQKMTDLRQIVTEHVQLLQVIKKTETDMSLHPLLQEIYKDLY
# STAT1 blocker = STAT1 signaling inhibitors, primary screen, cell-based, HTS, luciferase reporter. hit rate 0.35% among 200,000. inhibition, % at 5.5 µM. NIH 3T3 STAT1-luciferase reporter, IFN-gamma, luminescence;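 active = inhibition above a set limit, the mean inhibition across all tested compounds plus 3 SD, cut at about 34% in these data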;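 also: 0% = IFN-gamma with DMSO and 100% = IFN-gamma with 300 µM nifuroxazide; values of inactives mirror those of a sister screen read the other way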
# TNAP act hi DEA = TNAP activators at high phosphate acceptor level, primary screen, biochemical, luminescence, uHTS. Alkaline phosphatase, tissue-nonspecific isozyme (Homo sapiens), P05186. purified TNAP, CDP-star luminescence, 1 M DEA, 30 min; active compounds read high; 0 = EDTA background, 1 = DMSO-only activity. 200,000 tested, under 10 active. activation factor at 20 µM;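 active = activation factor at least 2 at 20 µM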
# Target sequence (P05186 whole entry, looked up): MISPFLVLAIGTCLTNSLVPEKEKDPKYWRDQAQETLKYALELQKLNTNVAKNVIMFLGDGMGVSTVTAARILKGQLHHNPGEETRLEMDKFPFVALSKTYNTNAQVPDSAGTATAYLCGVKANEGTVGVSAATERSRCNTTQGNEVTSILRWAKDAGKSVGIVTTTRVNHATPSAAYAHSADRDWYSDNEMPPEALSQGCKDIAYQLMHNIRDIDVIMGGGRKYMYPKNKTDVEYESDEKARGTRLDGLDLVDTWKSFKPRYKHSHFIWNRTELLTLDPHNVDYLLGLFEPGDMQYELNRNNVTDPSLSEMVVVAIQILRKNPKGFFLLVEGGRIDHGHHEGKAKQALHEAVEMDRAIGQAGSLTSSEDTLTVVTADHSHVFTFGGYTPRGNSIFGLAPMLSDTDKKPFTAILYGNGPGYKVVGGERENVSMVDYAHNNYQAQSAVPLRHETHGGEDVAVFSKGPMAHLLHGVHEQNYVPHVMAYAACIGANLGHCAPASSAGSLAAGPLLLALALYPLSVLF
#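 Measured by: Luminescent substrate turnover signal | Test system: Human TNAP | Input: TNAP 1/800 final | Dosing: 20 µM single point | Schedule: 30 min, room temperature | Controls: EDTA wells as negative control, DMSO wells as positive control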
# STAT3 blocker = IL-6 driven STAT3 reporter inhibitors, primary screen, U3A cells, luciferase, luminescence, MLSCN library; IL-6 STAT3-luciferase reporter; host cell line lacks STAT1; inhibition, % at 5.5 µM; hit rate 0.89% among 190,000;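 active = inhibition above the mean inhibition across all screened compounds plus 3 SD, cut at about 44% in these data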;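 also: 0% = DMSO only wells and 100% = 100 µM nifuroxazide control wells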
# bIAP act = bovine intestinal alkaline phosphatase activators, primary screen, biochemical, bovine IAP, CDP-star luminescence; activation factor at 20 µM; alkaline phosphatase, intestinal [Bos taurus]; AID 1016, 2008; purified bovine IAP, 30 min; active compounds read high; fold of DMSO-control signal, blank-subtracted; hit rate 0.17% among 200,000;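 active = activation factor of 2 or more at 20 µM, a signal rise over negative controls twice the positive control's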
# PPARg SRC-1 ag = PPARgamma agonists recruiting SRC-1 coactivator, primary screen, biochemical | PPARgamma-SRC-1 coactivator recruitment biochemical assay | hit rate 0.41% among 200,000 | activation, % at 8 µM | AID 631, 2007 | Peroxisome proliferator-activated receptor gamma (Homo sapiens), P37231; in the data active = activation above about 19%;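 also: 0% = DMSO and 100% = reference agonist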
# PPARg SRC3 recr = PPARgamma agonists recruiting SRC-3 coactivator, primary screen, biochemical; Peroxisome proliferator-activated receptor gamma (Homo sapiens), P37231; biochemical PPARgamma/SRC-3 coactivator recruitment assay; activation, % at 8 µM; hit rate 0.26% among 200,000; AID 731, 2007; in the data active = activation above about 23%;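 also: 0% = DMSO and 100% = reference agonist; some compounds past the cut are filed as inactive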
# STAT3 activator = IL-6 driven STAT3 reporter potentiators, primary screen, U3A cells, luciferase, luminescence, MLSCN library | IL-6 STAT3-luciferase reporter; 100% = signal with IL-6 EC80 alone | activation (% of control), % at 5.6 µM | hit rate 0.91% among 190,000 | AID 871, 2007;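 active = activation above the screen-wide mean of compound activation plus 3 SD, cut at about 130% in these data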;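 also: 0% = background luminescence of wells with medium and substrate only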
#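 Test system: STAT3-luciferase reporter U3A cells; Detection: reporter luminescence signal; Times: 1 h compound pre-exposure, 6 h IL-6 stimulation, 37 °C; Benchmarks: IL-6-only high control; Also added: IL-6 stimulus at 33 ng/mL final.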
# TR-FRET SRC-2 ct = TR-FRET signal artefacts, primary screen, artefact control for PPARgamma SRC-2 agonist project, biochemical. TR-FRET ratio at 8 µM. hit rate 0.4% among 200,000. TR-FRET artefact counter-screen; active compounds read high; in the data active = TR-FRET ratio above about 2000; also: inactives centre near 1500
# * marks the source's active call; other numbers are inactive results; . = not tested or not shown.
SMILES,ROMK primary,bIAP inhibitor,PPARg SRC-2 ag,STAT1 blocker,TNAP act hi DEA,STAT3 blocker,bIAP act,PPARg SRC-1 ag,PPARg SRC3 recr,STAT3 activator,TR-FRET SRC-2 ct
C/C(N)=C(/C#N)C(=O)CSc1nc2cc(Cl)ccc2s1,0.16,20,-1,-11,1,7,0.8,2,-6,99,1588
Nc1cc(=O)[nH]c(=O)n1-c1cccc(F)c1,-0.23,7,-1,6,1,-2,0.9,-2,3,104,1510
Cc1nn(-c2ccccc2)c(Cl)c1/C=N/NC(=O)CNc1n[nH]c(=O)[nH]c1=O,0.77,-6,16,-1,1,16,1.1,-1,2,91,1678
COC(=O)c1ccccc1NC(=O)C(CCS(C)(=O)=O)NC(C)=O (centres undefined),.,12,2,-3,1.1,-3,0.9,4,-1,106,1739
COc1cccc(/C=N/c2oc(-c3ccccc3)cc2C#N)c1O,.,5,9,-4,1,4,0.9,6,7,99,1711
COC(=O)c1ccc2c(=O)n(Cc3ccc(C(=O)NC4CCCC4)cc3)c(=S)[nH]c2c1,0.12,14,3,6,1,18,0.9,0,3,87,1572
CCOc1ccccc1NC(=S)N1CCC(c2nc3ccccc3o2)CC1,-0.43,3,6,5,1,2,1,2,1,98,1518
COc1ccc(C(=O)c2oc3ccc(OC)cc3c2N)cc1,.,19,-5,-59,1,1,0.8,9,9,98,1592
NS(=O)(=O)c1ccc(N/C=C\C(=O)c2ccc(F)cc2)cc1,-0.084,-7,-9,-61,1,7,1.1,-2,-2,99,1546
COCC(=O)N(Cc1cc2ccccc2[nH]c1=O)c1ccccc1OC,0.01,4,-2,3,1,1,1,1,5,106,1398
O=C(COC(=O)c1ccc(S(=O)(=O)NCc2ccco2)cc1)c1ccccc1,0.69,-1,8,-9,1,6,1,0,0,98,1624
N/C(=N\OC(=O)c1cccc(Br)c1)c1ccncc1,0.43,0,7,-29,1,13,1,6,1,94,1615
COc1cc(C2c3c(oc4cc(C)c(C)cc4c3=O)C(=O)N2c2cc(C)ccn2)ccc1O (centres undefined),0.24,6,8,2,1,-2,0.9,2,4,105,1554
CCc1ccc(NC(=O)C(=O)NNC(=O)COc2cccc(OC)c2)cc1,2.8*,8,2,-10,1.1,13,0.9,5,1,96,1476
COc1ccc(CN(CCCN2CCOCC2)C(=O)Nc2ccccc2)cc1OC,-0.93,0,-4,0,1,14,1,8,8,94,1505

# Nine structures already listed, sorted by number of heavy atoms, descending.
SMILES,ROMK primary,bIAP inhibitor,PPARg SRC-2 ag,STAT1 blocker,TNAP act hi DEA,STAT3 blocker,bIAP act,PPARg SRC-1 ag,PPARg SRC3 recr,STAT3 activator,TR-FRET SRC-2 ct
COC(=O)c1ccc2c(=O)n(Cc3ccc(C(=O)NC4CCCC4)cc3)c(=S)[nH]c2c1,0.12,14,3,6,1,18,0.9,0,3,87,1572
COc1ccc(CN(CCCN2CCOCC2)C(=O)Nc2ccccc2)cc1OC,-0.93,0,-4,0,1,14,1,8,8,94,1505
O=C(COC(=O)c1ccc(S(=O)(=O)NCc2ccco2)cc1)c1ccccc1,0.69,-1,8,-9,1,6,1,0,0,98,1624
CCc1ccc(NC(=O)C(=O)NNC(=O)COc2cccc(OC)c2)cc1,2.8*,8,2,-10,1.1,13,0.9,5,1,96,1476
COc1cccc(/C=N/c2oc(-c3ccccc3)cc2C#N)c1O,.,5,9,-4,1,4,0.9,6,7,99,1711
NS(=O)(=O)c1ccc(N/C=C\C(=O)c2ccc(F)cc2)cc1,-0.084,-7,-9,-61,1,7,1.1,-2,-2,99,1546
C/C(N)=C(/C#N)C(=O)CSc1nc2cc(Cl)ccc2s1,0.16,20,-1,-11,1,7,0.8,2,-6,99,1588
N/C(=N\OC(=O)c1cccc(Br)c1)c1ccncc1,0.43,0,7,-29,1,13,1,6,1,94,1615
Nc1cc(=O)[nH]c(=O)n1-c1cccc(F)c1,-0.23,7,-1,6,1,-2,0.9,-2,3,104,1510

# Carrying on:
SMILES,ROMK primary,bIAP inhibitor,PPARg SRC-2 ag,STAT1 blocker,TNAP act hi DEA,STAT3 blocker,bIAP act,PPARg SRC-1 ag,PPARg SRC3 recr,STAT3 activator,TR-FRET SRC-2 ct
O=C(COC(=O)C12CC3CC(CC(Br)(C3)C1)C2)N1CCOCC1,0.011,0,13,-3,1,6,1,-2,0,98,1474
Cc1ccc(Cn2c(SCCN3CCCCC3)nc3c2c(=O)n(C)c(=O)n3C)cc1,0.14,-6,-2,-6,1,-10,1.1,-1,-7,113,1296
CC1Cc2ccccc2N1CC(=O)Nc1ccc2c(c1)OC(F)(F)O2 (centres undefined),-0.092,40,10,6,1,-6,0.6,-2,4,105,1837
O=C(COc1ccccc1)N1CCN=C1SCc1ccccc1,-1.1,-3,3,4,1,5,1,6,3,100,1687
CCCn1c(N2CCC(Cc3ccccc3)CC2)nc2c1c(=O)[nH]c(=O)n2C,0.14,-19,4,4,1.1,2,1.2,-1,4,102,1321
O=C(COC(=O)CCc1ccccc1)NC12CC3CC(CC(C3)C1)C2,0.52,9,-6,10,1.1,10,0.9,4,1,95,1672
CCOc1ccccc1NC(=O)CCc1ccc(C)o1,.,5,1,-2,1.1,17,1,2,4,90,1318
CCN(CC)Cc1csc(C(N)=O)c1,.,7,4,-3,1.1,4,0.9,-1,10,98,1510
N/C(=N\N=C\c1ccco1)SC1CC(=O)N(c2ccccc2)C1=O (centres undefined),0.86,-3,3,-5,1.1,6,1,2,-2,99,1639
O=C(NCCCn1ccnc1)C1c2ccccc2Oc2ccccc21,.,-50,8,3,1.1,12,1.5,-7,0,98,1568
COC(=O)c1sc(S(=O)(=O)NCc2ccccc2)c(C(=O)OC)c1C,-0.38,22,0,4,1,-5,0.8,4,-6,103,1434
Cc1cc(C)c2c(N)c(C(=O)NCC3CCCCC3)sc2n1,-0.38,12,3,-29,1.1,-3,0.9,4,13,107,1575
CCOc1ccc(N2C(=O)CC(SCc3nc4ccccc4[nH]3)C2=O)cc1 (centres undefined),-1.9,-19,-1,9,1.1,14,1.2,3,-2,91,1512
CCn1ccc(C(=O)Nc2cccc(Cl)c2)n1,0.14,-8,1,-46,1.1,3,1.1,3,1,104,1413
O=C(c1cc2cc(Cl)ccc2oc1=O)N1CCOCC1,1.1,8,5,2,1,2,0.9,3,-3,101,1513
CCOc1ccc2nc(NC(=O)C3CCN(c4cnccn4)CC3)sc2c1,.,3,7,-7,1.1,16,1,4,5,88,1595
Cc1cc(=O)[nH]c(/N=C(\N)Nc2cccc3ccccc23)n1,0.26,-1,3,5,1.1,9,1,7,20,95,1726
O=C1c2ccccc2C(=O)C1c1ccccc1,.,-4,4,-8,1,6,1,17,4,97,1650
CCCCN(C)CC(O)Cn1cc(/C=C/C(=O)c2cccs2)c2ccccc21 (centres undefined),.,-15,1,-6,0.8,1,1.1,0,3,102,1660
CC1C(=O)CC(c2ccco2)NC1c1ccco1 (centres undefined),0.04,4,7,-5,1,-4,1,11,-6,101,1381
COc1ccccc1-c1n[nH]c(=S)o1,.,13,48*,3,1,-12,0.9,36*,59*,113,2562*
CC(C)COc1ccc(C(=O)N(Cc2ccco2)C2CCS(=O)(=O)C2)cc1 (centres undefined),.,-3,-1,-1,1.1,3,1,8,6,102,1549
Brc1cccc(-c2nnc3sc(CNC4CCCC4)cn23)c1,.,11,0,14,1,9,0.9,8,11,97,1824
CCOc1ccc(/C=N/NC(=O)C2(O)c3ccccc3-c3ccccc32)cc1,1.2,14,-3,1,1,7,0.9,-4,3,97,1473
Cc1cc(-c2nnc3n2N=C(c2ccc(-c4ccccc4)cc2)CS3)n[nH]1,0.48,-4,-2,3,1,13,1,3,-6,91,1613
CCN1CCN(CCCOc2ccc(Cl)cc2Br)CC1,-0.64,-18,3,-4,1,10,1.2,1,2,94,1536
CC(C)c1nnc(NC(=O)C2c3ccccc3Oc3ccccc32)s1,0.3,4,11,4,1.1,-3,1,4,10,103,1619
O=C(OCC(=O)N1CCCCC1)c1cc(NS(=O)(=O)c2ccc(Cl)c([N+](=O)[O-])c2)ccc1O,0.4,14,0,11,1,0,0.9,0,-1,102,1578
COC(=O)c1c(CSc2cccc(C)c2)noc1C(=O)NCc1ccco1,.,13,4,3,1,8,0.9,2,-3,97,1599
Cc1ccc(C(=O)O/N=C(\N)c2cccc([N+](=O)[O-])c2)cc1,.,7,-2,-53,1,1,0.9,-2,-6,108,1291
O=C(CSc1nnc(-c2ccncc2)n1Cc1ccco1)Nc1nc(-c2ccccc2)cs1,-2.2,10,2,4,1.1,23,0.9,3,-15,80,1512
O=C(CSc1nnnn1-c1ccccc1)N1CCCc2ccccc21,-1.3,4,-6,-3,1,1,1,-2,-7,104,1389
COC(=O)Nc1ccc(S(=O)(=O)N2c3ccccc3CCC2C)cc1 (centres undefined),.,11,7,-18,1,1,0.9,-2,-4,104,1480
O=C(Nc1ccc(Cl)cc1)C1CC(=O)n2c(nc3ccccc32)N1 (centres undefined),2.2,2,8,-12,1,15,1,4,6,92,1837
CCOC(=O)c1c(C2COc3ccccc3O2)csc1NC(=O)c1ccco1 (centres undefined),.,6,-5,3,1,14,0.9,-4,-10,92,1470
CCOc1ccc(-n2cc(-c3ccccc3)c3c(SC(C)C(=O)OC)ncnc32)cc1 (centres undefined),.,1,2,9,1,4,1,2,-3,101,1662
O=C(CCS(=O)(=O)Cc1ccccc1)N1CCN(c2ccccc2)CC1,0.48,-1,-7,-1,1,10,1,-4,-3,96,1346
